14-3-3 Bad inh: disrupts binding of bovine 14-3-3 zeta to phospho-Bad peptide; P63103; TR-FRET 14-3-3zeta/Dy647-pBad peptide displacement, 1 h; inhibition, % at 21.7 µM; 220,000 compounds, 0.71% hits; AID 781;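 active means inhibition above about 70%, limit read from the data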;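 further: 0% = full 14-3-3 plus peptide FRET controls and 100% = background without 14-3-3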
Target sequence (P63103 whole entry, looked up): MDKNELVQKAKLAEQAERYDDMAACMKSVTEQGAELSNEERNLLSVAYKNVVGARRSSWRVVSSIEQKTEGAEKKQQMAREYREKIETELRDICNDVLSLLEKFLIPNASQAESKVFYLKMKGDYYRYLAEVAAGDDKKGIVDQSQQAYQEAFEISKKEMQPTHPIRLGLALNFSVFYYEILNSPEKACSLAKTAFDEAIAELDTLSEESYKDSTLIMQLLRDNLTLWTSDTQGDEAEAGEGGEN
TRPN1 ag: zebrafish TRPN1 (NompC) channel agonism; HEK293 zebrafish TRPN1-YFP, Fluo-8 calcium fluorescence; 100% = response to 87 µM carbachol; activation, % at 3 µM; 220,000 compounds, 0.18% hits;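 active means activation above its plate's cutoff, the mean activation of test wells on that plate plus 3 SD, cut at about 19% in these data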;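 further: 0% = DMSO alone and 100% = 87 µM carbachol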
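Material: zebrafish TRPN1-YFP in HEK293 cells. Doses: one dose of 3 µM, 0.3% DMSO. Incubation: dye 1 h 37 °C plus 30 min RT. Measured by: intracellular calcium fluorescence with Fluo-8.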
TRPML3 agonist: agonists of human TRPML3 channel; Q8TDD5; HEK293 TRPML3-YFP, Fluo-8 calcium fluorescence; 100% = the carbachol control signal; activation, % at 3 µM; 220,000 compounds, 0.29% hits; AID 1448;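 active means activation above its plate's cutoff, the mean activation of the plate's test wells plus 3 SD, cut at about 12% in these data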;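 further: 0% = DMSO only wells and 100% = carbachol wells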
Target sequence (Q8TDD5 whole entry, looked up): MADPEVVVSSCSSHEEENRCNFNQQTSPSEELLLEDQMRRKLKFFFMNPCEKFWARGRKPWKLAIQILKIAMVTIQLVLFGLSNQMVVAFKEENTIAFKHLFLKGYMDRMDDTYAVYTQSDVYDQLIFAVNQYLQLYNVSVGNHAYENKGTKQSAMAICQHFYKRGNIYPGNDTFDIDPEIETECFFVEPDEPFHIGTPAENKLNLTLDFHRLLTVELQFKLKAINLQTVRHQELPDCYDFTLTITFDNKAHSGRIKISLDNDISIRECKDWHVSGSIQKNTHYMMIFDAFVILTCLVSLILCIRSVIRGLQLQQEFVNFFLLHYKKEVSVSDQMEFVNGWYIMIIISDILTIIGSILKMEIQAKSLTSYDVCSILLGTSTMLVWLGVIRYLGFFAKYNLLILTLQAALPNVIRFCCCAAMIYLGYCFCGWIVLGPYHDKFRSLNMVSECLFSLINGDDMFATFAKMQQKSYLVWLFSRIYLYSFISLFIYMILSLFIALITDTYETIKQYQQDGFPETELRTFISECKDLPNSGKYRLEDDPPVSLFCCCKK
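system = HEK293 cells stably carrying human TRPML3-YFP | doses = one concentration, 3 µM nominal, 0.3% DMSO | timing = dye loading 1 h 37 °C then 30 min ambient, 125 s read | detection = Fluo-8 calcium dye fluorescence, ex 470-495, em 515-575 nm | benchmarks = high control carbachol 87 µM, low control DMSO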
PPC-1+TRAIL kill: PPC-1 cancer cell killing with TRAIL present; AID 1443; PPC-1 cells + TRAIL, ATPLite viability luminescence; 220,000 compounds, 0.41% hits; cell killing (% activity), % at 4 µM;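 active means cell killing above 50% in the first pass at 4 µM, then a duplicate retest at 5 µM averaging 50% or more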;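 further: plate controls were cells with TRAIL plus DMSO for no effect and medium-only wells lacking cells for full effect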
EP2 mod: modulates human prostaglandin E2 receptor EP2 signaling; induction, % at 25 µM; EP2-expressing cells, cAMP HTRF FRET, PGE2 co-stimulation; 260,000 compounds, 0.83% hits; P43116;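 active means compounds whose cAMP rise, as percent of the full-agonist control response, exceeds 60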;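 further: rat C6 glioma line stably carrying human EP2 under a CMV promoter; the protocol text gives 20 µM as final concentration; 100% = response of wells given 1 µM PGE2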
NPY1 pot ag: potentiators or agonists of human neuropeptide Y receptor Y1. NPY-Y1 expressing cells, potentiator/agonist activation. activation, % at 3.6 µM. 220,000 compounds, 0.37% hits. AID 1304; in the data active means activation above about 33%, passing the limit was not always enough;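 further: cells stimulated with NPY at EC10 then isoproterenol at EC100; 0% = low agonist plus stimulus and 100% = saturating agonist plus stimulus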
EP2 antag: blocks the human prostaglandin E2 receptor EP2; P43116; inhibition, % at 25 µM; C6 glioma cells expressing human EP2, cAMP TR-FRET; cells stimulated with saturating PGE2; 260,000 compounds, 0.52% hits;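 active means percent inhibition above 40 after rounding to a whole number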;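 further: rat C6 glioma host cells with rolipram phosphodiesterase inhibitor present; the protocol text gives 20 µM as final concentration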
NPY Y1 blocker: blocks the human neuropeptide Y Y1 receptor | 200,000 compounds, 1% hits | HEK293-CNG Y1 cells, membrane potential fluorescence; NPY at EC95, then isoproterenol | AID 1040 | inhibition, % at 3.6 µM | P25929;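 active means inhibition above the campaign mean inhibition of all tested compounds plus 3 SD, cut at about 20% in these data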;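 further: 0% = DMSO wells given NPY plus isoproterenol and 100% = isoproterenol alone without NPY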
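Assay system: HEK293 Y1/CNG channel cell line; Doses: single compound dose of 3.6 µM, 0.4% DMSO; Timing: dye 3 h, compound 60 min room temperature, stimulation 45 min; Technique: Membrane-potential fluorescent dye readout; Measure: % inhibition of NPY effect.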
CHOP inh: CHOP inhibition in unfolded protein response. CHO-K1 CHOP-promoter luciferase, tunicamycin-induced, 15-18 h. inhibition, % at 10 µM. 220,000 compounds, 3.8% hits;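 active means compounds that reduced the stress-induced luciferase reporter signal by more than about 70% of percent inhibition, limit read from the data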;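 further: 0% = tunicamycin plus vehicle and 100% = wells without tunicamycin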
Active calls of the source: *; nt = not tested or not shown; & = joins results of further samples; [ ] = dose if it differs, or a comment. Only part of the results is shown, so the mix of outcomes need not match the whole.

no. | SMILES | NPY1 pot ag | NPY Y1 blocker | 14-3-3 Bad inh | TRPN1 ag | CHOP inh | EP2 antag | PPC-1+TRAIL kill | EP2 mod | TRPML3 agonist
1 | Cn1c(=O)c2c(nc(CN3CCOCC3)n2CC(=O)c2ccccc2)n(C)c1=O | -35 | 3 | nt | -0.9 | nt | 6 | nt | nt | -0.1
2 | O=C(COc1ccccc1)NC1CCCCC1 | -3 | 4 | -8[fluorescence artefact?] | 0.7 | 6 | 10 | 15 | 8 | 0.6
3 | COc1nc2c(s1)C(=O)NCCC2 | 14 | 2 | 4 | 0.0 | -14 | 13 | -1 | 26 | -0.2
4 | CCC/C(=N\NC(=O)CCC(=O)NCc1ccccc1)c1ccccc1 | 1 | -3 | -8 | -0.9 | 22 | 4 | -10 | 9 | 0.8
5 | Cc1cc(C(=O)O)cc(Br)c1N | -4 | 4 | 0 | 0.4 | 9 | 2 | 5 | -9 | 0.8
6 | CCNc1nc(NCC)nc(NC(N)=S)n1 | 2 | -2 | 0 | 0.7 | -1 | 13&9 | 12 | 18&3 | 0.3
7 | Cc1cc(C(=O)N[C@@H](c2ccccc2)[C@]2(C)C[C@H]2[C@@H](C)C(=O)Nc2ccc3ccccc3c2)no1 | -25 | 2 | -3 | -0.6 | -8 | 8 | 16 | 21 | 0.8
8 | Cc1ccc(C(=O)Nc2cccc(C(=O)N3CCN(C)CC3)c2)cc1 | -1 | 7 | -18[fluorescence artefact?] | 1.0 | -21 | 4 | 11 | 25 | 0.0
9 | NS(=O)(=O)c1ccc(NC(=O)COC(=O)C2CC(=O)N(Cc3ccccc3)C2)cc1 (configuration not stated) | -3 | -6 | 0 | 0.9 | -5 | 13 | 10 | 9 | 1.0
10 | O=[N+]([O-])c1ccc2nc(-c3ccccc3)cc(-c3ccccc3)c2c1 | 9 | 2 | 6 | -1.1 | 7 | 6 | 16 | 54 | 0.6
11 | Nc1ccc(N2CCOCC2)c(S(=O)(=O)Nc2cc(Cl)ccc2Cl)c1 | 7 | -7 | -11 | -1.1 | -6 | 11 | 20 | 20 | 0.3
12 | COc1ccc(OC)c(NC(=O)Cn2cc(C(=O)c3ccco3)c3ccccc32)c1 | -24 | -6 | 3 | 0.0 | 39 | 3 | 24 | 4 | -0.4
13 | Cc1ccccc1N=C/C=C1\N(C)c2ccccc2C1(C)C | 9 | -7 | 9 | 1.0 | 7 | 7 | 1 | 15 | 0.9
14 | O=C(O)CCc1ccc(-c2ccc(Cl)cc2)n1Cc1ccco1 | -4 | 5 | 3 | -0.2 | 25 | 7 | 5 | 20 | 0.9
15 | C=CCNC(=O)c1c2c(nc3ccccc13)-c1ccccc1CC2 | 0 | 15 | 6 | 0.9 | -22 | 5 | -6 | -25 | 0.5
16 | Cc1ccc(N2C(=O)N(CC(=O)c3cc(C)ccc3C)C(=O)C2C)cc1 (configuration not stated) | -17 | 4 | 7[fluorescence artefact?] | -1.6 | 39 | 6 | 3 | -8 | 0.8
17 | C/C(=N\NC(=O)c1ccncc1)c1cccs1 | -21 | -4 | 7 | 0.4 | 1 | 7 | 22 | 7 | 0.6
18 | CCOc1ccc(-c2nc(CN3CCCCC3CCn3cccn3)c(C)o2)cc1 (configuration not stated) | -6 | nt | 2 | -1.6 | 6 | 11 | 0 | -2 | 0.1
19 | O=C(CNC(=O)c1ccc(S(=O)(=O)N2CCCC2)cc1)N/N=C/c1c(Cl)cccc1Cl | -4 | 1 | -7 | -1.7 | 39 | 8 | 22 | -3 | 0.6
20 | CCN(CC(=O)Nc1ccc2c(c1)OCCO2)C(=O)/C=C/c1ccc(F)cc1 | -36 | 7 | 10 | 0.0 | 0 | 2 | 1 | -35 | 0.8
21 | COCCNC(=O)c1ccc(N2CCC3(CC2)OCCO3)c([N+](=O)[O-])c1 | -12 | -6 | -5 | -0.7 | 32 | 9 | -3 | -14 | 0.9
22 | CCc1nc(SCCO)c2oc3ccccc3c2n1 | -44 | -7 | 3[fluorescence artefact?] | -0.5 | 17 | 10 | -12 | 35 | 0.4
23 | Cc1cccc(Cn2c(=O)c3c(nc4n3CCN4Cc3ccco3)n(C)c2=O)c1 | 5 | 1 | -1 | -1.4 | 25 | 14 | 28 | 19 | 0.3
24 | CCOc1cc2[nH]c(=O)n(CC3CCC(C(=O)NCCCOC)CC3)c(=O)c2cc1OCC (configuration not stated) | 5 | -5 | 9 | -0.6 | 18 | 4 | -7 | 12 | 0.1
25 | O=C(c1cnccn1)N(c1ccccc1)C1(C(=O)NC2CCCC2)CCCCC1 | -3 | -5 | 2 | 1.2 | 8 | nt | 10 | 4 | 0.5
26 | COc1cccc(CNC(=O)Cc2ccc(Br)cc2)c1 | 22 | 6 | 6 | -1.3 | 13 | 3 | -2 | 10 | -0.5
27 | Cc1ccc(C2=CC(c3ccc(N(C)C)cc3)n3nnnc3N2)cc1 (configuration not stated) | 16 | 6 | 6 | 15 | 100* | 13 | 13 | -18 | 18*
28 | Cc1cccc(-n2[nH]c3c4c(ccc3c2=O)C(=O)c2ccccc2C4=O)c1 | -14 | 1 | -1 | 0.3 | 67 | 5 | 15 | 10 | 0.8
29 | COc1ccc2oc3cc(C)[n+]([O-])c(-c4ccc(Cl)cc4)c3c2c1 | -8 | 1 | 4 | 1.0 | 10 | 10 | 21 | 3 | 0.5
30 | Cc1nn(C)c(C)c1S(=O)(=O)N(CC(=O)Nc1nccs1)c1ccc(C(C)C)cc1 | 13 | 3 | 6 | -0.6 | 16 | 7 | nt | 22 | 0.3
31 | Nc1nc(SCC(=O)c2ccc(Oc3ccccc3)cc2)n[nH]1 | -10 | -2 | 4 | 0.5 | 10 | 6 | 14 | -7 | 0.3
32 | O=C(CSC1=NCCN1)Nc1cccc([N+](=O)[O-])c1 | 14 | -2 | -17 | 0.3 | 15 | 2 | -2 | 2 | 1.1
33 | O=S(=O)(c1ccc(Cl)cc1)N1CCN=C1SCc1cccnc1 | 9 | 4 | 2 | -0.6 | 36 | 13 | -5 | 10 | -0.6
34 | CCN1CCc2c(C#N)c(NCc3ccccc3)nc(NCCO)c2C1 | -3 | -1 | nt | 0.6 | -1 | 13 | 3 | 2 | 0.0
35 | Cc1cccn2c(=O)c(C=NCc3ccco3)c(Nc3ccc(SC(F)F)cc3)nc12 | -16 | -3 | -1 | 0.7 | 11 | 4 | 0 | 23 | 0.2
36 | COC(=O)N1CC(c2ccccc2)CC1=O (configuration not stated) | -12 | 8 | -11 | 0.4 | 5 | 5 | 4 | -1 | 0.5
37 | O=C(CN1CCN(c2ccc(F)cc2)CC1)Nc1cccc(C(F)(F)F)c1 | -27 | 12 | 10 | -0.6 | 42 | 8 | 12 | 3 | 0.4
38 | CCOc1cc(CNCCSc2nnnn2C)cc(Br)c1OCc1ccc(F)cc1 | -37 | 3 | 7 | -2.9 | 29 | 8 | 26 | -14 | -0.5
39 | CCOC(=O)CCSc1nc(C)c2cc(OC)ccc2n1 | -9 | 7 | -9 | -0.9 | 5 | 7 | 11 | -16 | 0.1
40 | Cn1c(=O)[nH]c(=O)c2c1nc(N/N=C/c1ccncc1)n2Cc1ccc(F)cc1 | 6 | nt | 0 | 0.3 | -5 | 5 | 13 | 18 | 0.0
41 | Cc1cc(C(F)(F)F)nn1CC(=O)NCc1ccco1 | -9 | 8 | -7 | 1.2 | 4 | 2 | 28 | 8 | 0.8
42 | c1ccc2c(c1)nc1n2CCN1CCNC1CCCCC1 | -12 | 13 | 0 | 1.0 | 14 | 10 | 6 | 16 | -0.7
43 | Cn1nnnc1SC1CC(=O)N(c2ccccc2)C1=O (configuration not stated) | -13 | 9 | 5 | -0.7 | -6 | 7 | 20 | 18 | 0.8
44 | Cc1cc(OCC(=O)NCCO)cc(C)c1Cl | 8 | -1 | 4[fluorescence artefact?] | -0.3 | 26 | 9 | -1 | 28 | 0.8
45 | COc1cc(CNCCc2c[nH]c3ccccc23)ccc1OCc1ccccc1F | 9 | 4 | -12 | -0.4 | 6 | 3 | 21 | -4 | 1.4
46 | C=CCc1ccc(O)c(-c2cc(CC=C)ccc2O)c1 | 33* | -8 | 2 | 0.6 | 29 | 6 | -10 | 32 | -0.5
47 | O=C(Cn1cnc2ccccc2c1=O)N1CCN(Cc2ccccc2)CC1 | -4 | -2 | -12 | 1.4 | 4 | 9 | 3 | 35 | 1.6
48 | CCOc1ccccc1NC(=O)CC1NCCNC1=O (configuration not stated) | -6 | 1 | -5 | -0.7 | 36 | 2 | 20 | 25 | 0.5
49 | Cn1c2ccccc2c2nnc(SCC(=O)NCc3ccoc3)nc21 | 10 | 2 | 1 | 0.2 | 4 | 14 | 31 | -18 | 0.2
50 | Cc1ccc(S(=O)(=O)N2CCN(c3ccccc3)CC2)cc1C(N)=O | 0 | -2 | -11 | 1.3 | 11 | 6 | 4 | -36 | 1.2
51 | Cc1onc(-c2c(Cl)cccc2Cl)c1C(=O)Nc1ccc(Cl)cn1 | 16 | nt | -2 | -3.3 | 18 | 7 | 5 | 22 | -0.6
52 | Cc1sc2ncnc(Sc3ccccc3C(=O)Nc3ccccc3Cl)c2c1C | 2 | 6 | -6 | 0.0 | 43 | 16 | -6 | 23 | -0.3
53 | COCCn1c(SCC(=O)Nc2cccc(OC)c2)nnc1-c1ccc(Cl)cc1 | 7 | 3 | 1 | 0.6 | 29 | 8 | 0 | 8 | -0.1
54 | Cc1ccccc1NC(=O)c1ccc(S(=O)(=O)N(C)C)cc1 | 2 | -7 | 3 | 2.3 | 4 | 12 | -8 | 8 | 0.2
55 | O=C(Cn1nnc(-c2cccc(C(F)(F)F)c2)n1)NNS(=O)(=O)c1cccc(C(F)(F)F)c1 | 33 | nt | -4 | -0.2 | -3 | 11 | 11 | 6 | 0.7
56 | Cc1ccc(NC(=O)c2ccc([N+](=O)[O-])o2)c(C)c1 | -6 | -1 | -3 | -1.2 | -44 | 11&8 | 8 | -98&-37 | 0.6

Next part
no. | SMILES | NPY1 pot ag | NPY Y1 blocker | 14-3-3 Bad inh | TRPN1 ag | CHOP inh | EP2 antag | PPC-1+TRAIL kill | EP2 mod | TRPML3 agonist
57 | Cc1c(C(=O)N2CCN(c3ccc(F)cc3)CC2)sc2nc(-c3ccccc3)cn12 | 13 | -2 | -2 | 0.4 | 22 | nt | 12 | -54 | 0.4
58 | O=C(c1ccc(F)cc1)C1CCN(C(=S)Nc2ccccc2)CC1 | -8 | 4 | -5 | -0.2 | 25 | -8 | 14 | -10 | 0.8
59 | Cc1cc(C)cc(NC(=O)c2ccccc2NC(=O)CCC(=O)O)c1 | 3 | -3 | 7[fluorescence artefact?] | 0.3 | 17 | 1 | 6 | 3 | 0.1
60 | CCOC(=O)c1cc(-c2ccccc2)sc1NC(=O)CN1C(=O)NC(CC)(c2ccc(F)cc2)C1=O (configuration not stated) | -12 | 1 | -13 | -0.8 | 17 | 5 | 0 | 5 | 0.3

Screening results from PubChem BioAssay.
